biotin-GST TR-FRET: GST-antibody interaction or FRET quenching – biochemical, TR-FRET, artefact control for Vif-APOBEC3G degradation inhibitor project, dose response (AID 1117362); 2.8% of 3,600 active; IC50 in µM for hits, for the others inhibition, % at the top dose, mostly 100 µM; TR-FRET counter screen, biotin-GST/anti-GST signal;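 active means inhibition above 30% at one or more concentrations, seen consistently on every test date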;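 further: biotinylated GST protein used in place of GST-Vif 1-94 and biotin-A3G peptide; detects fluorescence quenchers or blockers of GST binding to anti-GST antibody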
* hit, by the source's call. Some of the compounds tested; count on the stated rates, not on these rows.

SMILES	biotin-GST TR-FRET
CCOC(=O)c1sc(C)c2c(=O)n(CCc3ccccc3)nnc12	3.2%
CCCCCCn1c(SCC(=O)c2c(N)n(C)c(=O)n(C)c2=O)nc2ccccc21	-3.6%
CCCCOCCCNC(=O)c1ccc(OCC)cc1	-0.4%
NC(=O)c1ccccc1NC(=O)/C=C/c1ccc(Cl)cc1	-1.4%
Cc1cccc(C)c1NS(=O)(=O)c1c(C)[nH]c(=O)[nH]c1=O	-4.2%
Cc1ccc(NC(=O)COc2ccccc2C(=O)Nc2ccccc2)cc1Cl	-4.3%
O=C(CN(c1ccc(F)cc1)S(=O)(=O)c1ccc2c(c1)OCCO2)NCc1ccccn1	4.9%
Cc1nnc(-c2cnn(-c3ccccc3)c2N)n1Cc1cccc(C(F)(F)F)c1	-0.2%
N#Cc1c(-c2ccco2)c2c([nH]c1=S)CCCC2	3.9%
CCOC(=O)c1c2c(n(Cc3ccccc3)c1C)C(=O)C(=O)c1ccccc1-2	21%
Cc1ccc(NC(=O)c2ccc(Cl)c(N3C(=O)C=CC3=O)c2)cc1	-9.2%
CC(OC(=O)c1cccnc1)C(=O)NCc1ccc2c(c1)OCO2 (centres undefined)	0.8%
O=C1c2cccnc2C(Nc2ccccc2)N1Cc1ccco1 (centres undefined)	0.5%
Cc1ccc(C(=O)COC(=O)CNC(=O)C(c2ccccc2)c2ccccc2)cc1[N+](=O)[O-]	5.7%
CS(=O)(=O)N1CCC(C(=O)Nc2ccccc2)CC1	4.9%
CCc1ccc2c(c1)cc(C)c1nnc(SCC(=O)Nc3cc(OC)c(OC)cc3C(=O)O)n12	1.8%
C=CCNc1nc2ccccc2nc1NS(=O)(=O)c1cccs1	2.4%
CC(=O)Nc1ccc(S(=O)(=O)Nc2cccc(-c3nc4ccccc4o3)c2)cc1	6.9%
O=C(Nc1nc(-c2ccco2)c(-c2ccco2)s1)C1CCC1	8.5%
CC1=CN2C(=N)/C(=C/c3ccc([N+](=O)[O-])o3)C(=O)N=C2S1	2.6%
CCCn1c2ccccc2c2nnc(SC(CC)C(=O)Nc3sc4c(c3C#N)CCCC4)nc21 (centres undefined)	-1.7%
COc1ccc(-c2nc(C#N)c(NCc3ccccc3Cl)o2)cc1OC	-4.2%
CCC(C)[C@H](NC(=O)Nc1ccccc1F)C(=O)OC (some centres undefined)	-0.2%
CCC(C)N1C(=O)S/C(=C/c2ccc(Sc3nc4ccccc4[nH]3)o2)C1=O (centres undefined)	4.8%
CS(=O)(=O)c1ccc2nnn(OCC(=O)Nc3cccc(C#N)c3)c2c1	-0.8%

Next part; it opens with the two that closed the last part.
SMILES	biotin-GST TR-FRET
CCC(C)N1C(=O)S/C(=C/c2ccc(Sc3nc4ccccc4[nH]3)o2)C1=O (centres undefined)	4.8%
CS(=O)(=O)c1ccc2nnn(OCC(=O)Nc3cccc(C#N)c3)c2c1	-0.8%
Cc1cc(C(=O)O)ccc1-n1c(C)ccc1C	4.7%
COc1c(F)c(F)c(C(=O)Nc2ccccc2N2CCN(C(C)=O)CC2)c(F)c1F	-1.2%
COc1ccc(CCNC(=O)c2ccc3nc(-c4ccco4)c(-c4ccco4)nc3c2)cc1OC	26%
CCOc1cc(N2CCOCC2)c(OCC)cc1NC(=O)CSc1ncn[nH]1	-4.4%
O=C(O)C1OC(Oc2c(-c3ccc(O)c(O)c3)oc3cc(O)cc(O)c3c2=O)C(O)C(O)C1O (centres undefined)	-4.4%
COc1cc2[nH]c(Cl)c([N+](=O)[O-])c2cc1OC	7.9%
Oc1c(C(c2ccccc2)N2CCN(Cc3ccccc3)CC2)sc2ncnn12 (centres undefined)	4.2%
CC1CCCN(Cc2c(O)ccc3c2O/C(=C\c2ccco2)C3=O)C1 (centres undefined)	4.0%
CSc1nc(NCCCO)c2c3c(sc2n1)CN(C)CC3	5.1%
c1coc(-c2nc3ccccc3nc2-c2ccco2)c1	15%
CCOC(=O)c1sc2ncnc(N3CCN(C(=O)OCC)CC3)c2c1C	-6.3%
O=C(Cc1cc(=O)[nH]c(=O)[nH]1)NCC1CCCO1 (centres undefined)	3.4%
O=C(/C=C/c1ccco1)N(c1ccccn1)c1ccccn1	9.2%
COc1ccccc1CNC(=O)COC(=O)c1ccc(NC(N)=O)cc1	2.0%
CC(=O)OC(C)C1C2=C(C(=O)CC1(C)O)C(=O)c1c(ccc(-c3ccc4c(c3O)C(=O)C3=C(C4=O)C(C(C)OC(C)=O)C(C)(O)CC3=O)c1O)C2=O (centres undefined)	20%
O=C(CSc1c(Cl)cccc1Cl)N1CCC(c2nc3ccccc3s2)CC1	6.8%
FC(F)Oc1ccccc1NC(=S)Nc1cccnc1	-4.3%
CCOC(=O)C1=C(c2ccccc2)NC(=O)NC1c1cc(Cl)c(O)c(OC)c1 (centres undefined)	0.1%
COc1ccc2c(c1OC)C(=O)OC2CC(=O)c1ccc(O)c(O)c1 (centres undefined)	-1.0%
CC(=O)c1ccccc1NC(=O)COC(=O)CN1C(=O)C2CCCCC2C1=O (centres undefined)	0.8%
O=[N+]([O-])c1ccc(/C=N/Nc2nc(N3CCCC3)nc(N3CCCC3)n2)o1	1.0%
O=[N+]([O-])c1ccc2c([N+](=O)[O-])ccc3c2c1CC3	5.1%
COC(=O)c1ccc(S(=O)(=O)N2CCN(CCO)CC2)n1C	-2.1%
CC(C)Oc1ccc(-c2cc(C(=O)NCCN3CCOCC3)c3ccccc3n2)cc1	-1.0%
CC(C)(C)OC(=O)N1CCCC1C(=O)N1CCc2ccccc21 (centres undefined)	4.4%
(continued)
SMILES	biotin-GST TR-FRET
O=C(CCc1ccc(S(=O)(=O)NCCc2ccccc2)cc1)Nc1ccc2c(c1)OCO2	-1.8%
CCCCS(=O)(=O)N1CCCC(C(=O)N2CCOCC2)C1 (centres undefined)	0.0%
Cc1ccc(C)n1-c1ccc(C(=O)O)cc1	-1.2%
CCN(CC)c1ccc(NC(=O)c2c(C)noc2C)cc1	7.4%
Cn1c(=O)cc(SCC(=O)NCCCN2CCOCC2)c2ccccc21	2.8%
COc1ccc(-c2nc(C(N)=O)c3[nH]c(=O)n(-c4cccc(Cl)c4)c3n2)cc1OC	-3.0%
N=C1S/C(=C\c2ccco2)C(=O)N1c1ccc2c(c1)OCO2	-1.9%
CCc1ccc(CNCc2cccnc2)cc1	2.0%
Cc1ccc(C(=O)Nc2ccc(O)c(C(=O)O)c2)o1	3.8%
O=C1C(Cl)=C(N2CCOCC2)C(=O)N1c1ccccc1	2.4%
CCn1c(CNc2ccc(Cl)cc2)nnc1SCc1ccccc1	2.0%
COc1ccc(NC(=O)CN(C)C(=O)c2cc(-c3ccco3)nc3ccccc23)cc1	6.2%
O=[N+]([O-])c1cc(CN2CCOCC2)c2cccnc2c1O	18%
O=C1CCCC/C1=C/Nc1ccc2c(c1)OCO2	16%
CCN(CC(=O)Nc1c(C(=O)OC)[nH]c2ccccc12)c1ccc2c(c1)OCO2	4.7%
CCCN(CCC)S(=O)(=O)c1cc(Br)cc2c1N(C(=O)CC)CC2	4.7%

30 successive compounds out of the list so far, quoted:
SMILES	biotin-GST TR-FRET
CSc1nc(NCCCO)c2c3c(sc2n1)CN(C)CC3	5.1%
c1coc(-c2nc3ccccc3nc2-c2ccco2)c1	15%
CCOC(=O)c1sc2ncnc(N3CCN(C(=O)OCC)CC3)c2c1C	-6.3%
O=C(Cc1cc(=O)[nH]c(=O)[nH]1)NCC1CCCO1 (centres undefined)	3.4%
O=C(/C=C/c1ccco1)N(c1ccccn1)c1ccccn1	9.2%
COc1ccccc1CNC(=O)COC(=O)c1ccc(NC(N)=O)cc1	2.0%
CC(=O)OC(C)C1C2=C(C(=O)CC1(C)O)C(=O)c1c(ccc(-c3ccc4c(c3O)C(=O)C3=C(C4=O)C(C(C)OC(C)=O)C(C)(O)CC3=O)c1O)C2=O (centres undefined)	20%
O=C(CSc1c(Cl)cccc1Cl)N1CCC(c2nc3ccccc3s2)CC1	6.8%
FC(F)Oc1ccccc1NC(=S)Nc1cccnc1	-4.3%
CCOC(=O)C1=C(c2ccccc2)NC(=O)NC1c1cc(Cl)c(O)c(OC)c1 (centres undefined)	0.1%
COc1ccc2c(c1OC)C(=O)OC2CC(=O)c1ccc(O)c(O)c1 (centres undefined)	-1.0%
CC(=O)c1ccccc1NC(=O)COC(=O)CN1C(=O)C2CCCCC2C1=O (centres undefined)	0.8%
O=[N+]([O-])c1ccc(/C=N/Nc2nc(N3CCCC3)nc(N3CCCC3)n2)o1	1.0%
O=[N+]([O-])c1ccc2c([N+](=O)[O-])ccc3c2c1CC3	5.1%
COC(=O)c1ccc(S(=O)(=O)N2CCN(CCO)CC2)n1C	-2.1%
CC(C)Oc1ccc(-c2cc(C(=O)NCCN3CCOCC3)c3ccccc3n2)cc1	-1.0%
CC(C)(C)OC(=O)N1CCCC1C(=O)N1CCc2ccccc21 (centres undefined)	4.4%
O=C(CCc1ccc(S(=O)(=O)NCCc2ccccc2)cc1)Nc1ccc2c(c1)OCO2	-1.8%
CCCCS(=O)(=O)N1CCCC(C(=O)N2CCOCC2)C1 (centres undefined)	0.0%
Cc1ccc(C)n1-c1ccc(C(=O)O)cc1	-1.2%
CCN(CC)c1ccc(NC(=O)c2c(C)noc2C)cc1	7.4%
Cn1c(=O)cc(SCC(=O)NCCCN2CCOCC2)c2ccccc21	2.8%
COc1ccc(-c2nc(C(N)=O)c3[nH]c(=O)n(-c4cccc(Cl)c4)c3n2)cc1OC	-3.0%
N=C1S/C(=C\c2ccco2)C(=O)N1c1ccc2c(c1)OCO2	-1.9%
CCc1ccc(CNCc2cccnc2)cc1	2.0%
Cc1ccc(C(=O)Nc2ccc(O)c(C(=O)O)c2)o1	3.8%
O=C1C(Cl)=C(N2CCOCC2)C(=O)N1c1ccccc1	2.4%
CCn1c(CNc2ccc(Cl)cc2)nnc1SCc1ccccc1	2.0%
COc1ccc(NC(=O)CN(C)C(=O)c2cc(-c3ccco3)nc3ccccc23)cc1	6.2%
O=[N+]([O-])c1cc(CN2CCOCC2)c2cccnc2c1O	18%

High-throughput results from PubChem.
